Screening data as filed in PubChem BioAssay.
DTT redox prof: compounds producing H2O2 with reducing agent – biochemical, NIH compound library profiling, artefact control for MLSCN library redox annotation, primary screen; DTT-dependent redox cycling H2O2, phenol red/HRP absorbance; 100% = 100 µM peroxide control, 0% = buffer; activation, % at 10 µM; 200,000 compounds, 0.03% hits; AID 878, 2007;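 active = activation of at least 50% relative to the plate's high and low controls in the primary single-dose screen; inactive = activation below 50%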;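 also: compound incubated with DTT at 0.8 mM final as the reducing agent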
Hsp70 act: Hsp70 transcriptional activators, primary screen, cell-based, HeLa, Hsp70 promoter luciferase, luminescence, 10 µM. HeLa Hsp70 promoter luciferase reporter; scaled: vehicle 0, proteasome-inhibitor control 100%. activation, % at 10 µM. 200,000 compounds, 0.04% hits;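 active = activation above the mean across all tested compounds plus 3 SD, cutoff set per campaign, cut at about 5.5% in these data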;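 also: 100% = MG132 at 30 µM as the positive control and 0% = DMSO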
G6PDH counter: L. mesenteroides G6PDH inhibitors, counter-screen for G6PDH-coupled screening assays, biochemical, Leuconostoc mesenteroides enzyme; Purified L. mesenteroides G6PDH, diaphorase/resazurin coupled fluorescence, 45 min; inhibition, % at 5 µM; 200,000 compounds, 0.12% hits; AID 1020, 2008; glucose-6-phosphate dehydrogenase [Leuconostoc mesenteroides]
S1P3 antagonist: S1P3 receptor antagonists, primary screen, cell-based. AID 485, 2006. Sphingosine 1-phosphate receptor 3 (Homo sapiens), Q99500. CHO S1P3 NFAT-BLA reporter, FRET fluorescence, antagonist mode. inhibition, % at 4.98 µM. 170,000 compounds, 0.27% hits;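 active = inhibition above the plate cutoff, the mean inhibition of test wells on that plate plus 3 SD, cut at about 28% in these data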;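 also: cells challenged with S1P at its EC80 of 0.8 µM; blue over green emission ratio from cleaved BLA substrate after 4 h stimulation; 0% = S1P-stimulated wells and 100% = unstimulated DMSO-only wells; some compounds past the cut are filed as inactive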
Target sequence (Q99500 whole entry, looked up): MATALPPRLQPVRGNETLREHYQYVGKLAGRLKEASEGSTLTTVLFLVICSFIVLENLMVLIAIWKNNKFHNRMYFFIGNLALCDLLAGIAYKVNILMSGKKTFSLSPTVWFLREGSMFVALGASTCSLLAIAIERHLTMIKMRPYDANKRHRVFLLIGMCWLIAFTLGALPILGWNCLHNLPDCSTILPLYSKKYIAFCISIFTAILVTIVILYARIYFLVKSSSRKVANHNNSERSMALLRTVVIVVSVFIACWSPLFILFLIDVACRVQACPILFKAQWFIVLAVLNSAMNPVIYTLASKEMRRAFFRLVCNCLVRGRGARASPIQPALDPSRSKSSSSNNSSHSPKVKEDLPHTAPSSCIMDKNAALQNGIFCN
Lmaj promast: Leishmania major promastigote growth inhibition, primary screen. Leishmania major promastigotes, resazurin fluorescence viability. inhibition, % at 10 µM. 200,000 compounds, 9% hits;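 also: promastigotes grown with compound for 44 hours at 28 °C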
TLR4-MyD88 BLA: inhibitors of TLR4-MyD88 association in cells, primary screen, cell-based, HeLa CL3-4, BLA complementation, FRET ratio. AID 861, 2007. Toll-like receptor 4 (Homo sapiens) + Myeloid differentiation primary response protein …. 200,000 compounds, 0.18% hits. HeLa CL3-4 TLR4/MyD88 BLA complementation. inhibition, % at 8.4 µM; in the data active = inhibition above about 25%;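 also: 0% = vehicle and 100% = reference inhibitor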
PMI act: activators of human PMI, primary screen, biochemical, fluorescence intensity, near-Km mannose 6-phosphate; Mannose-6-phosphate isomerase (Homo sapiens), P34949; purified human PMI, coupled resazurin fluorescence, 20 min; hits give high values; 1 = vehicle control, 0 substrate-free wells; activation factor at 20 µM; 190,000 compounds, 0.005% hits;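 active = activation factor of 2 or more at 20 µM, relative to plate controls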
Target sequence (P34949 whole entry, looked up): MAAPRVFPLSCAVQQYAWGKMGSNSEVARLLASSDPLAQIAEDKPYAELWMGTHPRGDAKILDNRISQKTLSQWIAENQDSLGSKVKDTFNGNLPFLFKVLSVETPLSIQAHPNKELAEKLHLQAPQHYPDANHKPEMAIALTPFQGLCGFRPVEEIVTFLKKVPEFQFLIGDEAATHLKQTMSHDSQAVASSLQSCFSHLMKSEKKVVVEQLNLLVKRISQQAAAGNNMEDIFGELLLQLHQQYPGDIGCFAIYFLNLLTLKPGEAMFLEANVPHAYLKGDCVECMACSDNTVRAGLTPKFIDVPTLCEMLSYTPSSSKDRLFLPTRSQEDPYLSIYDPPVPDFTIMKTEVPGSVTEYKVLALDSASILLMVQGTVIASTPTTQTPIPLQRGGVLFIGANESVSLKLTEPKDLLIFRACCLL
Diaph act CS: compounds boosting diaphorase resazurin reduction – biochemical, uHTS, resorufin fluorescence, counter-screen for diaphorase-coupled primary assays, primary screen | Diaphorase/resazurin coupled assay, 16 min; hits give high values; 1 = vehicle wells, 0 = NADH-free wells | activation factor at 20 µM | 190,000 compounds, 0.005% hits | AID 1229, 2008;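 active = diaphorase activity raised at least twofold by the compound at 20 µM; inactive = activation factor below 2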
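Material: purified diaphorase enzyme from Clostridium kluyveri; Also added: 0.114 mM NADH and 0.1 mM resazurin, final amounts; Doses: single compound dose of 20 µM, 1% DMSO final; Times: 16 min enzyme reaction, ambient temperature; Detection: resorufin fluorescence, excitation 544 nm, emission 590 nm; Measure: increased resorufin signal from activators or reducing compounds.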
Diaph inh CS: diaphorase inhibitors and chemical oxidizers, primary screen, counter-screen for diaphorase-coupled primary assays, biochemical, uHTS, resorufin fluorescence; diaphorase resazurin-to-resorufin fluorescence, NADH, 16 min; bacterial (C. kluyveri) enzyme, not human; AID 1217, 2008; 190,000 compounds, 0.69% hits; inhibition, % at 20 µM;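 active = primary screen inhibition at 20 µM above a set limit, cut at about 50% in these data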;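 also: plate controls were DMSO with full reaction for no effect and wells lacking NADH for full effect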
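Assay system – diaphorase enzyme from Clostridium kluyveri · Amount – diaphorase 0.14 U/mL (working solution) · Times – reaction incubation of 16 min at room temperature · Controls – No-NADH positive control and DMSO neutral control · Signal – resorufin fluorescence 544/590 nm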
RAM network inh: inhibitors of the yeast RAM network, primary screen, dse1pr::URA3 reporter, 5-FOA selection | S. cerevisiae dse1pr::URA3 reporter, 5-FOA growth OD615, 2 d; analog-sensitive cbk1-as2 kinase mutant strain | inhibition, % at 50 µM | 190,000 compounds, 1.8% hits;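 active = inhibition above a set limit, 3 SD over mean compound inhibition, cut at about 8.4% in these data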;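 also: 0% = DMSO-only wells with no growth and 100% = 10 µM 1-NA-PP1 full growth; inhibition rescues growth on 5-FOA so higher OD means more RAM inhibition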
PMI act hi M6P: human PMI activators, high substrate, primary screen, biochemical, fluorescence intensity, near-saturating mannose 6-phosphate; coupled PMI enzyme assay, resazurin fluorescence, 20 min; hits give high values; 1 = untreated enzyme, 0 = substrate-free blank; activation factor at 20 µM; 190,000 compounds, 0.34% hits;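 active = activation factor of 2 or more at 20 µM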
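Test system: Human PMI in coupled enzyme assay | Input: 15 ng/mL PMI | Medium: HEPES-buffered pH 7.4 with magnesium and detergent | Compound: One concentration, 20 µM, in 1% DMSO | Incubation: Enzyme reaction with compound 20 min at room temperature | Detection: Diaphorase-driven resazurin-to-resorufin fluorescence, excitation 544, emission 590 nm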
* marks the source's active call; other numbers are inactive results; . = not tested or not shown. Rule as the data show it, unless noted: active = inhibition above about 50%; inactive = the rest.

The opening 3 entries as a preview:
SMILES	DTT redox prof	Hsp70 act	G6PDH counter	S1P3 antagonist	Lmaj promast	TLR4-MyD88 BLA	PMI act	Diaph act CS	Diaph inh CS	RAM network inh	PMI act hi M6P
CCOC(=O)c1sc2nccc(N(C)C)c2c1N=CN(C)C	-0.8	0.1	4	-35	4	1	0.9	0.9	8	0.4	0.9
O=C(CCCn1c(=O)c2sccc2n(Cc2cc(=O)n3ccccc3n2)c1=O)NCc1ccco1	-1.1	-0.1	-7	-12	-10	11	0.9	0.8	17	0.3	0.9
COc1ccc(CN2C(=O)CCC2(C)C(=O)NC2CCCCC2)c(OC)c1 (stereo unspecified)	0.1	0.2	-1	-13	-3	3	1	0.9	12	1.6	1

All compounds of this part, previewed entries included:
SMILES	DTT redox prof	Hsp70 act	G6PDH counter	S1P3 antagonist	Lmaj promast	TLR4-MyD88 BLA	PMI act	Diaph act CS	Diaph inh CS	RAM network inh	PMI act hi M6P
CCOC(=O)c1sc2nccc(N(C)C)c2c1N=CN(C)C	-0.8	0.1	4	-35	4	1	0.9	0.9	8	0.4	0.9
O=C(CCCn1c(=O)c2sccc2n(Cc2cc(=O)n3ccccc3n2)c1=O)NCc1ccco1	-1.1	-0.1	-7	-12	-10	11	0.9	0.8	17	0.3	0.9
COc1ccc(CN2C(=O)CCC2(C)C(=O)NC2CCCCC2)c(OC)c1 (stereo unspecified)	0.1	0.2	-1	-13	-3	3	1	0.9	12	1.6	1
c1ccc(-c2cc(-c3ccc(N4CCOCC4)cc3)nc3ccccc23)cc1	0.5	-0.2	4	5	16	1	1.1	0.8	23	-1.0	1.3
COc1cc(/C=C/CN2CCN(CCC(C)C)C(CCO)C2)ccc1O (stereo unspecified)	-0.1	-0.3	10	-18	15	-6	0.9	1	5	1.1	0.8
C#CCn1c(=NC(=O)c2ccc(Br)s2)sc2cccc(OC)c21	-1.1	0.2	-47	.	10	-3	0.9	1.2	-23	4.6	1
Cc1nn(-c2ccc(C(F)(F)F)cn2)c(C)c1Oc1ccccc1O	0.0	0.0	2	.	46	1	0.9	0.9	13	-0.4	1
COc1cccc(OC)c1C(=O)Nc1nc2ccc([N+](=O)[O-])cc2s1	-2.1	-0.1	-2	20	1	14	0.8	0.6	36	3.8	0.9
Fc1ccc(NC(=S)NCc2ccccc2Cl)cc1	0.3	-0.4	6	11	14	0	1	0.8	20	0.8	1.1
CC(CO)Nc1nc(SCc2ccccc2)nc2sc3c(c12)CCC3 (stereo unspecified)	2.3	-0.2	2	.	-2	2	0.8	0.8	20	0.8	0.9
CCOC(=O)c1ccc2c(c1)n(CCO)c(C)[n+]2CC	1.6	-0.2	1	-3	4	-4	0.9	0.8	20	0.5	0.8
CCN(CC)CCNC(=O)Cc1nn(CC)c(=O)c2ccccc12	0.6	-0.3	5	-72	-4	-2	1.1	0.9	9	0.0	1.1
CC(=O)Nc1ccccc1-c1nc2ccccc2nc1OCC(=O)c1ccc(Br)cc1	-4.0	-0.1	4	.	-7	-5	1.1	1	1	1.9	1.1
CCOC(=O)c1sc(=S)n(C)c1NC(=O)c1ccc(F)cc1	0.0	-0.4	19	3	-6	-4	0.9	1	0	-0.2	1.1
CCCCOc1ccc(OCCNS(=O)(=O)N(C)C)cc1	0.0	-0.7	7	-16	-2	-6	1	0.8	16	-0.8	0.9
CC(=O)Nc1ccc(OCC=C(Cl)Cl)cc1	2.4	-0.5	-4	3	0	-10	1	1	4	-1.3	1
Cc1ccc(-n2cccc2/C=C2/C(=N)N3C(=NC2=O)SN=C3S(C)(=O)=O)cc1	-0.1	0.0	11	1	-9	-6	1.3	0.7	31	8.3	1.2
Cc1cccc(C)c1N(CC(=O)Nc1cc(Cl)ccc1Oc1ccccc1)S(C)(=O)=O	2.5	-0.4	-22	.	10	-2	0.8	0.7	31	3.5	0.8
N#CCCN(C(=O)COC(=O)COc1ccc(Cl)cc1)c1ccccc1	0.1	-0.1	-4	-13	-6	-3	0.9	0.9	12	1.3	0.9
CCOC(=O)C1CCN(Cc2nc3ccccc3c(=O)n2-c2ccc(OCC)cc2)CC1	2.8	0.4	-5	-9	6	-3	1	1	-2	1.5	1.1
COc1ccnc(N=CNOCc2ccc(F)cc2Cl)c1C#N	0.8	-0.3	1	.	8	-14	1.1	0.9	10	3.9	1.1
COC(=O)c1ccc(OC(=O)c2ccccc2F)cc1	0.0	-0.4	4	-12	-6	-9	0.9	0.9	14	-0.3	0.9
Cn1nc(-c2ccc(OCC(=O)Nc3cccnc3)cc2)c2ccccc2c1=O	0.9	-0.3	-18	8	10	3	0.8	1	3	-0.5	0.9
CN1CCN(/N=C/c2nc(-c3cccc([N+](=O)[O-])c3)n3ccccc23)CC1	0.2	-0.5	-2	-6	0	6	0.9	1.1	-8	3.6	0.8
Cc1ccc(C(=O)CSc2nnc(-c3ccco3)n2CC2CCCO2)cc1 (stereo unspecified)	0.4	-0.2	-23	-13	1	-8	1	0.8	16	0.5	1.1
Cc1ccc2[nH]c3c(NCCN4CCOCC4)ncnc3c2c1	-0.4	0.0	-28	.	5	-6	0.9	0.9	6	2.4	0.9
CCn1c2ccccc2c(=O)c2ccccc21	-0.4	-0.2	4	-17	21	-11	1	0.9	9	-0.1	1
CC(C)[C@H](NC(=O)c1ccco1)C(=O)OCC(=O)NC12CC3CC(CC(C3)C1)C2	-0.3	-0.2	5	-2	-1	8	1.1	1.1	-6	2.8	1
O=C(CN1c2cccc3cccc(c23)S1(=O)=O)Nc1cccc(S(=O)(=O)N2CCOCC2)c1	0.4	-0.2	14	-12	7	-7	0.9	0.7	32	7.3	0.6
CCC(C)n1c(/C=C/c2ccccc2)nc2ccccc21 (stereo unspecified)	-0.6	-0.1	-14	10	93*	0	0.9	0.9	13	0.6	1
O=C(NCc1ccccc1Cl)c1cc([N+](=O)[O-])ccc1Cl	3.9	-0.1	14	-15	-4	7	1	1.2	-20	1.4	1.2
CCc1nc(SCC(=O)NCc2ccco2)c2c(=O)n(C)c(=O)n(C)c2n1	-0.5	-0.2	-10	-3	-4	-6	0.9	0.8	23	4.5	0.9
COc1ccc(OC)c(S(=O)(=O)NCc2cn3c(C)csc3n2)c1	-2.3	-0.1	27	-16	-7	1	1	1	-3	0.5	0.9
COCCn1c(SCC(=O)Nc2ccc(OC)cc2)nc2c(oc3ccccc32)c1=O	-1.5	0.0	-2	-5	12	3	0.8	1	-1	2.3	1.1
Cc1ccc(C(=O)Nc2ccccc2N2CCCCC2)cc1[N+](=O)[O-]	-2.1	-0.3	1	-6	12	-4	1	0.9	5	0.0	1
O=C(OC1CCCCC1)c1ccc(NC(=O)C2CCCCC2)cc1	0.0	-0.3	5	.	87*	-7	0.8	0.8	23	5.7	0.9
N#C/C(=C/c1cccn1-c1cccc(C(=O)O)c1)c1ccc(F)cc1	-1.2	-0.1	3	-11	-6	6	1	0.9	14	2.6	1
CCOC(=O)c1nn(-c2ccccc2)c(=O)cc1SC1CCCCC1	-0.2	0.5	4	-1	-3	7	1	0.9	8	4.4	1
O=C(Nc1ccc(Cl)cc1)c1csc(-c2ccccc2)n1	2.6	0.0	-10	.	-5	0	1	1.1	-11	9.7*	1
COC(=O)c1ccc(CN2CCC(CO)(Cc3ccc(OC)cc3)CC2)cc1	-2.5	-0.3	1	-10	86*	-14	0.9	0.9	7	1.4	1
Cc1sc2ncnc(SC(C)C(=O)N3c4ccccc4Sc4ccccc43)c2c1C (stereo unspecified)	2.0	-0.3	-27	-4	4	2	0.9	1	-2	5.2	1
O=C(C1CCCN(S(=O)(=O)c2cccc3nonc23)C1)N1CCC(Cc2ccccc2)CC1 (stereo unspecified)	0.0	-0.2	4	.	8	7	0.7	0.8	23	3.4	0.9
CC1CC(CN)CC(CO)C1 (stereo unspecified)	-0.2	0.2	4	3	-5	0	0.9	1	3	0.9	1
COc1ccccc1NC(=O)c1ccccc1NS(=O)(=O)N1CCCC1	-0.7	-0.1	5	-5	4	-8	0.9	0.9	10	1.4	1
CC12CN(C(=O)c3ccccc3)C3(C#N)CC1CCC23C (stereo unspecified)	0.3	0.0	9	8	7	7	0.9	0.9	8	0.1	1
O=C(N/N=C/c1ccc(Br)s1)c1ccccn1	0.0	-0.2	1	3	-2	-5	1	0.8	16	1.1	0.9
Cc1csc2ncc(C(=O)NCCc3ccccc3)c(=O)n12	-0.9	0.4	-3	.	-3	-4	0.9	1	3	0.2	0.9
CCCCn1c(SCc2cc(=O)[nH]c3ccccc23)nc2c1c(=O)n(C)c(=O)n2C	-1.0	-0.3	7	2	0	-3	0.9	0.8	22	4.3	0.8
O=C(N/N=C/c1ccc([N+](=O)[O-])cc1)c1ccc2nc[nH]c2c1	-2.9	-0.2	-5	.	8	-19	1	1.1	-10	2.9	1.1
Cc1nonc1N1CCN(Cc2cn[nH]c2-c2ccc(F)cc2F)CC1	-1.4	-0.3	11	-14	0	-1	0.9	0.8	17	-0.1	0.9
COc1ccc(C2(C(=O)NCC3CCCO3)CCOCC2)cc1 (stereo unspecified)	0.3	-0.3	10	11	-8	15	0.9	0.8	18	1.3	0.9
C=CCn1c(SCc2c(C)noc2C)nc2sc(C)c(C)c2c1=O	0.2	-0.4	11	.	11	-3	1	0.9	9	6.2	1
COC(=O)C1SCC2C(=O)N(Cc3ccc(F)cc3)CC(=O)N21 (stereo unspecified)	-2.4	0.0	1	4	-7	-16	1.1	1.1	-10	-0.4	1.1
